Keap1 Nrf2 FP: Keap1-Nrf2 (human) interaction inhibition. actives 0.15% (n = 340,000). Keap1 Kelch-Nrf2 peptide fluorescence polarization, 1536-well. inhibition, % at 9.4 µM. AID 504523; in the data active = inhibition above about 12%;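 note: human Keap1 Kelch domain with fluorescein labeled Nrf2 9mer peptide probe; 0% = neutral control wells and 100% = peptide positive control; higher means more block of Keap1 binding to Nrf2 peptide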
HTR5A ag ctr: activates human HTR5A in OPRM1-OPRD1 agonist counter-screen; P47898; HTR5A agonist assay, luminescence, cell-based; activation, % at 9.3 µM; actives 0.61% (n = 340,000); in the data active = activation mostly above about 9.5%, no sharp cut-off; inactive = mostly below about 7.6%;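 note: 0% = cells with vehicle only and 100% = reference agonist; strong numbers were not always called active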
RTF Ca sens inh: cardiac RTF calcium desensitization; inhibition, % at 7.15 µM; IANBD-labeled cardiac RTF, Ca2+ fluorescence; actives 0.12% (n = 340,000); P19429+P45379;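 active = inhibition above the mean inhibition of all tested compounds plus 3 SD, cut at about 17% in these data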;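 note: assay run at fixed EC70 calcium of 1.6 mM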
HTR5A inv ag: counter-screen for OPRM1-OPRD1 inverse agonists: human HTR5A inverse agonism; HTR5A cell line, luminescence; inhibition, % at 9.3 µM; actives 0.083% (n = 340,000); AID 504634; in the data active = inhibition mostly above about 23%, no sharp cut-off; inactive = mostly below about 18%;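 note: 0% = cells with DMSO and 100% = no-cell wells with DMSO; some compounds called inactive have numbers as strong as hits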
OPRM1-OPRD1 ag: agonists of human mu-delta opioid receptor heterodimerization; P35372+P41143; cells, OPRM1-OPRD1 heterodimerization, luminescence; activation, % at 9.3 µM; actives 0.3% (n = 340,000); AID 504326; in the data active = activation above about 18%;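 note: 0% = vehicle-treated cells and 100% = reference agonist; values of inactives mirror those of a sister screen read the other way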
Target sequence (P35372 whole entry, looked up): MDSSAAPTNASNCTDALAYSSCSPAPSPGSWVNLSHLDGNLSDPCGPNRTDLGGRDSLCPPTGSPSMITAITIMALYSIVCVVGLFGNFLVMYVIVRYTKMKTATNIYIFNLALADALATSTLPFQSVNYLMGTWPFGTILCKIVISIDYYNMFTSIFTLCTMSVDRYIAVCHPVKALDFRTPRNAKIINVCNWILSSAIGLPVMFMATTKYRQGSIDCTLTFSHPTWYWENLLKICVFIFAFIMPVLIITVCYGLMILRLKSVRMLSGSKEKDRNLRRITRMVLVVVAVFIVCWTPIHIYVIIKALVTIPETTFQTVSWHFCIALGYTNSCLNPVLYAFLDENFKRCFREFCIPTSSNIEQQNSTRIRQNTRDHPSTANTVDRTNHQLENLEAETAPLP
Target sequence (P41143 whole entry, looked up): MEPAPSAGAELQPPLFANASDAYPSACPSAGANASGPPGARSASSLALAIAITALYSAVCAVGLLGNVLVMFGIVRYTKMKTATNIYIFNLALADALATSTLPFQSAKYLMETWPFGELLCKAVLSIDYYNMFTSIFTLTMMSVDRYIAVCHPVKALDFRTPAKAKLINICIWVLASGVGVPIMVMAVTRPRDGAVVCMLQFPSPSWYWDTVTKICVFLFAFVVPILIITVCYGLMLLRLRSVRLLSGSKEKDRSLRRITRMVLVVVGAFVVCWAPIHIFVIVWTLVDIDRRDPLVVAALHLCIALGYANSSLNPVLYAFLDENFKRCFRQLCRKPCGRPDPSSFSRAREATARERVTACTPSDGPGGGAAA
V-ATPase pHluor: yeast V-ATPase proton transport regulation by pHLuorin | response, % at 10 µM | AID 504577 | actives 0.37% (n = 350,000) | S. cerevisiae, pHLuorin cytosolic pH fluorescence; in the data active = response mostly above about 7.3%, no sharp cut-off; inactive = mostly below about 5.4%; note: actives read high; inactives centre near 0; some compounds called inactive have numbers as strong as hits; reference of the scale not given here
RTF Ca sens act: increases calcium sensitivity of human cardiac regulated thin filaments | IANBD-labeled TnC RTF fluorescence at EC20 calcium; 0% EC20 calcium, 100% full calcium | AID 493008 | actives 0.24% (n = 340,000) | P19429+P45379 | activation, % at 7.2 µM;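 active = activation above the mean over all tested compounds plus 3 SD, cut at about 30% in these data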;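 note: rise in fluorescence read as greater calcium sensitivity of cardiac thin filaments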
C-LANA FP: blocks KSHV LANA C-terminal domain binding to DNA | AID 504423 | actives 0.078% (n = 340,000) | MBP-C-LANA/FAM-LBS DNA binding, fluorescence polarization | inhibition, % at 9 µM;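 active = highest replicate inhibition at or above 60% at 9 µM, even if other replicates fall short; inactive = all replicates below 60% inhibition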;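 note: 0% = neutral control wells and 100% = 4 µM acridine orange control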
CAL-PDZ inh HTS: blocks peptide binding to the human CAL PDZ domain. Q9HD26. purified CAL PDZ, TMR-peptide fluorescence polarization, 1 h. inhibition, % at 24.9 µM. actives 0.92% (n = 300,000). AID 602252;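 active = mean inhibition of at least 30% with at least half of replicates also reaching 30%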;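 note: 0% = DMSO neutral control and 100% = excess unlabeled competitor peptide PRC23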
OPRM1-OPRD1 inv: inverse agonist of human OPRM1-OPRD1 heterodimerization; cell-based MOR-DOR heterodimer luminescence, inverse agonism; actives 0.21% (n = 340,000); inhibition, % at 9.3 µM; P35372+P41143; in the data active = inhibition above about 22%, passing the limit was not always enough;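 note: 0% = cells with DMSO and 100% = wells without cells with DMSO; values of inactives mirror those of a sister screen read the other way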
* marks the source's active call; other numbers are inactive results; . = not tested or not shown.

SMILES	Keap1 Nrf2 FP	HTR5A ag ctr	RTF Ca sens inh	HTR5A inv ag	OPRM1-OPRD1 ag	V-ATPase pHluor	RTF Ca sens act	C-LANA FP	CAL-PDZ inh HTS	OPRM1-OPRD1 inv
COCCN1CCN(C(=O)C2CCC(=O)N(CCc3ccc(Cl)cc3)C2)CC1 (configuration not stated)	1.2	1.9	-0.3	-4.7	-5.7	-0.7	1.7	-0.7	7.1	28.9
COc1ccc(Cn2c(C)c(C)c(C#N)c2NC(=O)Nc2cccc(Cl)c2)cc1	-12.5	2.9	-3.1	-9.4	0.9	-1.4	5.7	4.0	-6.3	-5.3
O=C(Cn1nnc(-c2ccccc2F)n1)Nc1ccc2c(c1)OCO2	-5.2	-2.0	0.3	4.7	1.7	2.1	5.8	-0.1	4.0	-10.4
COc1cccc(C(=O)Nc2cc(S(=O)(=O)N3CCOCC3)ccc2N2CCOCC2)c1	-4.0	-1.9	-2.8	7.1	-0.6	-5.5	-5.6	5.0	.	3.3
CCOc1ccc(S(=O)(=O)N2CCN(C(=O)c3cc4ccccc4o3)CC2)cc1	-0.9	7.5	-1.3	-2.1	-0.4	-0.7	-2.9	2.7	-3.7	1.6
CC(=O)c1ccc(N2CCN(C(=O)CCNC(=O)Cn3ccc4ccccc4c3=O)CC2)cc1	-4.3	0.7	-2.8	-4.9	-0.7	5.5	-4.8	-1.3	-4.8	4.4
CC(=O)c1c(C)[nH]c(C(=O)CN2C(=O)NC3(CCCCC3)C2=O)c1C	0.6	3.1	-1.0	-8.2	-0.8	0.1	-0.1	1.1	-6.1	5.6
Nc1ccc2nc(-c3ccccn3)[nH]c2c1	1.8	1.1	-3.6	-2.5	-1.3	-1.6	-1.5	-2.8	0.0	5.5
C[n+]1ccccc1C1CCCC/C1=N\Nc1ccc([N+](=O)[O-])cc1[N+](=O)[O-] (configuration not stated)	1.1	-2.5	-12.8	6.4	-3.2	-0.1	-1.6	-0.5	2.0	17.2
CC(C)CSc1nnc2c(n1)[nH]c1ccccc12	-0.7	6.3	-2.8	-25.6	1.9	-2.3	-0.3	-0.1	-4.7	-11.2
Cc1ccc(Cl)cc1NC(=O)CN1CCOCC1	-1.1	-2.5	-0.8	20.3	0.6	-2.5	8.4	-0.4	-2.9	-2.9
Cc1ccc(S(=O)(=O)NC(=O)c2cc(C)n(C3CC3)c2C)cc1	-2.9	0.6	0.9	-1.7	-0.9	-1.0	6.2	-1.3	.	4.5
COc1ccc(CCNC(=O)Cn2cc(C(F)(F)F)cc(Cl)c2=O)cc1OC	-0.9	3.9	14.7	-20.8	-2.7	0.4	-5.7	-2.5	4.4	14.6
Cc1ccccc1Nc1nc(N)nc(COC(=O)C(NC(=O)c2ccco2)C(C)C)n1 (configuration not stated)	1.0	-0.8	-4.5	0.0	-0.4	-9.3	3.1	0.2	0.0	2.2
CC1CCCC(C)N1CC(O)COCC1COc2ccccc2O1 (configuration not stated)	-0.4	-3.6	-2.8	-4.3	-2.8	0.3	-5.8	-0.3	14.2	12.3
O=S(=O)(c1ccc(Br)cc1Cl)N1CCN(CCO)CC1	-5.3	1.8	-3.2	-7.8	-3.8	4.2	-1.3	0.3	-0.9	17.8
O=c1cc[nH]c2ccc(Cl)cc12	-1.1	-4.4	-20.9	13.0	-1.9	-1.6	-2.3	-1.3	0.6	11.2
O=C(CN1CCCCC1)N1c2ccccc2Sc2ccc(C(F)(F)F)cc21	0.9	0.7	-4.5	-11.3	2.0	-0.9	4.2	1.5	-8.2	-11.7
CC1CC=C(O)C12OCC(C)(C)CO2 (configuration not stated)	-0.3	-2.9	7.4	11.1	-1.8	-0.8	-1.8	-1.4	.	9.2
CC1CCN(Cc2cc(=O)oc3cc4c(cc23)CCCC4)CC1	-6.5	-2.1	-3.1	-3.6	0.3	-2.0	3.5	-0.9	.	-1.4

Overlap with the part before: 7 compounds; new compounds follow.
SMILES	Keap1 Nrf2 FP	HTR5A ag ctr	RTF Ca sens inh	HTR5A inv ag	OPRM1-OPRD1 ag	V-ATPase pHluor	RTF Ca sens act	C-LANA FP	CAL-PDZ inh HTS	OPRM1-OPRD1 inv
Cc1ccccc1Nc1nc(N)nc(COC(=O)C(NC(=O)c2ccco2)C(C)C)n1 (configuration not stated)	1.0	-0.8	-4.5	0.0	-0.4	-9.3	3.1	0.2	0.0	2.2
CC1CCCC(C)N1CC(O)COCC1COc2ccccc2O1 (configuration not stated)	-0.4	-3.6	-2.8	-4.3	-2.8	0.3	-5.8	-0.3	14.2	12.3
O=S(=O)(c1ccc(Br)cc1Cl)N1CCN(CCO)CC1	-5.3	1.8	-3.2	-7.8	-3.8	4.2	-1.3	0.3	-0.9	17.8
O=c1cc[nH]c2ccc(Cl)cc12	-1.1	-4.4	-20.9	13.0	-1.9	-1.6	-2.3	-1.3	0.6	11.2
O=C(CN1CCCCC1)N1c2ccccc2Sc2ccc(C(F)(F)F)cc21	0.9	0.7	-4.5	-11.3	2.0	-0.9	4.2	1.5	-8.2	-11.7
CC1CC=C(O)C12OCC(C)(C)CO2 (configuration not stated)	-0.3	-2.9	7.4	11.1	-1.8	-0.8	-1.8	-1.4	.	9.2
CC1CCN(Cc2cc(=O)oc3cc4c(cc23)CCCC4)CC1	-6.5	-2.1	-3.1	-3.6	0.3	-2.0	3.5	-0.9	.	-1.4
O=C(NC1CCCCC1NC(=O)c1ccco1)c1ccco1 (configuration not stated)	-4.0	-7.2	-3.0	-19.6	-1.7	-0.3	0.3	-0.7	-2.4	9.5
COc1ccc(N2CCN(Cc3cc(=O)oc4ccc5ccccc5c34)CC2)cc1	-2.3	-1.7	-6.4	5.9	-0.3	-0.4	7.3	0.7	-4.6	1.5
Cc1ccc(OCc2cc(C(=O)N3CC4C[C@@H]5CC3C[C@H](C4)C5)no2)cc1C	1.4	6.5	-4.1	7.4	5.4	-1.8	0.1	0.7	-3.2	-28.0
COc1ccccc1-c1cc(SC)c(C#N)c(=O)o1	-0.5	2.4	-12.6	21.4	2.1	-0.1	-5.5	-1.6	3.8	-15.3
COc1ccc(C)cc1N(C)C(=O)c1coc(=O)c2ccccc12	-2.4	7.4	9.2	-19.4	-3.0	-5.1	-1.3	-1.1	-3.1	15.4
Cc1ccc(C(=O)NNC(=O)/C=C\C(=O)O)cc1	1.2	4.2	1.2	-13.2	-0.1	-3.2	6.6	-0.5	4.6	0.6
Cc1cc(N2C(=O)C3CC=CC(C)C3C2=O)no1 (configuration not stated)	-0.7	-1.5	3.7	-3.8	-1.7	1.5	0.5	0.7	-3.4	9.0
O=C1c2ccccc2-c2nc3ccccc3cc21	-1.8	1.7	-1.2	-6.5	-0.1	3.9	-4.3	-4.2	4.4	0.4
CC(=O)c1cccc(NC(=O)c2ccccc2OCc2ccc(F)cc2)c1	-7.8	3.4	-7.4	-9.0	2.4	-0.5	3.6	0.4	9.8	-17.9
Cc1ccc(CN2CCC(Oc3ccc(C(=O)NCc4ccccn4)cc3)CC2)o1	-3.2	1.6	-3.7	-22.6	-2.9	-1.1	-0.1	-0.5	.	19.9
COc1ccccc1NC(=S)NC(C)=O	-4.0	4.8	-3.9	-13.2	-1.1	0.4	-0.5	-0.8	-8.6	5.8
CN(Cc1ccc(F)cc1)C(=O)CN1C(=O)c2ccccc2S1(=O)=O	-8.7	3.3	-7.3	-13.0	-3.0	-0.6	7.9	-1.0	-3.1	14.3
COC(=O)c1oc2ccc(Br)cc2c1-n1cccc1	-0.1	-1.1	8.7	-17.1	1.6	2.0	-0.5	-0.6	-0.1	-9.1
CN1C(=O)c2ccc(N(C)C)cc2C1=O	-3.4	6.2	-0.3	-15.6	-1.1	-0.7	-0.6	1.4	-1.3	4.6
Cc1cccc(OCC(=O)Nc2cc(NC(=O)COc3cccc(C)c3)cc(C(=O)O)c2)c1	0.1	-1.9	2.5	7.2	-4.7	2.8	-3.0	0.0	-3.7	21.9
O=C(N/N=C/c1cccnc1)c1cccs1	-2.9	6.2	-0.9	-13.1	-3.0	4.3	-1.7	0.9	0.9	15.0
C/C(=N\NC(=O)c1ccc(-n2cnnn2)cc1)c1ccc(C)cc1	-4.9	0.5	-1.0	-18.2	0.5	4.0	1.2	1.3	-3.2	-1.8
O=C(CSc1nnc(-c2ccccc2O)o1)N1CCc2ccccc2C1	-4.8	1.0	-2.0	-7.0	-3.2	-0.5	1.0	-0.7	-3.5	17.5
Cc1ccc(NC(=O)c2cccnc2C(=O)Nc2ccc(C)cc2)cc1	-0.7	2.2	6.0	2.8	-1.0	1.9	2.7	-1.4	-5.3	5.1
Clc1ccccc1-c1nnc2sc(-c3cccs3)nn12	2.7	2.0	2.4	-9.9	0.0	7.0	-4.1	-1.0	.	0.2
Cc1ccc(S(=O)(=O)Nc2cccc(-c3ccc(N4CCCCCC4)nn3)c2)c(C)c1	-1.2	-4.7	-8.9	19.3	0.2	-2.5	-3.8	0.2	5.5	-1.3
CCOC(=O)C1CCN(C(=O)c2ccccc2CCc2ccccc2)CC1	-9.9	-8.3	-6.2	-5.6	0.1	-0.3	2.8	0.8	.	-0.2
Cc1occc1-c1nnc(SCC(=O)NC2CCCCC2C)o1 (configuration not stated)	-7.4	0.1	-6.0	-0.2	-1.5	0.3	8.3	-0.7	-0.4	8.0
Cc1ccc(P(=O)(CSC(=N)N)c2ccc(C)cc2)cc1	-11.6	6.6	3.3	-5.6	-3.7	-0.4	3.0	-1.2	-6.9	18.6
Cc1ccc(-n2c(SCc3nnc4n3CCC4)nnc2-c2ccccc2)cc1	-4.0	-2.9	-5.0	-1.6	-1.3	-0.5	-3.2	0.9	4.3	7.8
CC#CC[N+](C)(C)CCCCCCCCCC	-2.4	4.8	0.0	-25.6	-0.5	-2.0	4.1	-0.2	.	2.5
CSc1nc2[nH]ncc2c(=O)[nH]1	-1.0	5.4	4.3	3.3	-3.0	2.5	-2.7	-1.1	2.5	13.7
O=C(OCc1ccccc1)/C(=C/c1ccccc1Cl)NC(=O)c1ccco1	2.7	-1.1	-4.8	2.7	1.6	-0.5	1.6	1.2	-0.5	-6.5
COc1ccc(S(=O)(=O)Nc2cccnc2)c(C)c1C	-3.3	1.1	-12.2	-27.2	-1.2	-3.2	9.2	0.0	-0.1	6.4
O=C(c1ccccc1Oc1ccccc1)N1CCN(c2ccc(F)cc2)CC1	-1.1	0.6	-10.3	-8.6	1.9	2.6	-1.0	-6.9	3.5	-10.6
N#CCCn1cnc2ccccc21	-1.3	0.9	-7.5	6.8	-2.2	1.2	5.3	0.4	-3.0	12.6
COc1ccc(CC(=O)Nc2nc3ccc(F)cc3s2)cc1S(=O)(=O)N1CCOCC1	-2.1	4.8	-0.7	-12.3	-1.0	-0.5	0.4	-1.4	-2.8	5.6

Source: PubChem (several laboratories)
